Screening data deposited in PubChem by several laboratories.
PTEN del growth: suppresses growth of cells with PTEN deletion. HCT116 PTEN-null viability, CellTiter-Glo, 60 h; hits give low values. 1.2% of 140,000 active. viability, % at 10 µM. AID 827;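 active means viability at or below a set limit, 4 SD under the median of all tested compounds, cut at about 3.7% in these data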;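 further: PTEN knockout HCT116 line with beta catenin targeted HCT116 as companion control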
Measles CPE: protection of cells from measles virus | 1.5% of 140,000 active | AID 841 | protection (pct of control), % at 4 µM | Measles virus-infected cells, CPE protection, absorbance; in the data active means protection mostly above about 24%, no sharp cut-off; inactive means mostly below about 26%; further: some compounds called inactive have numbers as strong as hits
GALR2 antag: antagonists of human galanin receptor 2 (GALR2) | GALR2-expressing cells, antagonist mode | inhibition, % at 4 µM | 0.39% of 140,000 active | AID 828; in the data active means inhibition above about 27%;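 further: cells stimulated with galanin 1-16 at roughly its EC80; 0% = agonist challenge control and 100% = basal control without agonist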
Target sequence (O43603 whole entry, looked up): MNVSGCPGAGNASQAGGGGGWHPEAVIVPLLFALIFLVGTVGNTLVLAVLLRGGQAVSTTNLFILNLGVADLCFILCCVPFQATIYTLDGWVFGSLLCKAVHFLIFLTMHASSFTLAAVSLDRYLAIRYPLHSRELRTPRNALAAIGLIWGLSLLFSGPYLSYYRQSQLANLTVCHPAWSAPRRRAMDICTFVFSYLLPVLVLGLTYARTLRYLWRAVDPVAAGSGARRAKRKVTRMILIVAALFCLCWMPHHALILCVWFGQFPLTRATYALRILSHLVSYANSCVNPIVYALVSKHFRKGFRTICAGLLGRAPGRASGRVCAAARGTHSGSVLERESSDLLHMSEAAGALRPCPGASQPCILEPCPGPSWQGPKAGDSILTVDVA
MRP-1 activ: activators of MRP-1; AID 799; H69AR cells + doxorubicin, viability rescue, CellTiter-Glo; viability increase, % at 10 µM; 0.61% of 140,000 active;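 active means viability gain under doxorubicin at or above a set limit, the compound median plus 3 SD, cut at about 4.7% in these data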;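 further: MRP-1 overexpressing cells given doxorubicin 25 µM after compound pretreatment; 18-22 h compound pretreatment then 72 h with doxorubicin before readout; 0% = doxorubicin-only wells and 100% = vehicle-treated cells without doxorubicin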
Yeast life ext: extends the lifespan of yeast | S. cerevisiae growth with nicotinamide, OD615; deaD strain in restrictive glucose medium | inhibition of the nicotinamide effect, % at 10 µM | 0.68% of 130,000 active;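 active means inhibition above a set limit, placed 3 SD over the median of all compounds, cut at about 26% in these data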;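 further: 0% = nicotinamide-treated wells and 100% = cells grown without nicotinamide; some compounds called inactive have numbers as strong as hits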
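Test system: DeaD-strain S. cerevisiae / Buffer or medium: restrictive glucose medium / Also added: nicotinamide 1.5 mM / Doses: one concentration, 10 µM, DMSO 0.25% / Schedule: 48 h at 30 °C / Signal: OD615 measurement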
NPY-Y2 antag: NPY-Y2 (human) receptor antagonism | P49146 | NPY-Y2 expressing cells, antagonist mode | inhibition, % at 2.7 µM | 0.99% of 140,000 active | AID 793; in the data active means inhibition above about 17%;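 further: 0% = vehicle with agonist challenge and 100% = reference antagonist with challenge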
Target sequence (P49146 whole entry, looked up): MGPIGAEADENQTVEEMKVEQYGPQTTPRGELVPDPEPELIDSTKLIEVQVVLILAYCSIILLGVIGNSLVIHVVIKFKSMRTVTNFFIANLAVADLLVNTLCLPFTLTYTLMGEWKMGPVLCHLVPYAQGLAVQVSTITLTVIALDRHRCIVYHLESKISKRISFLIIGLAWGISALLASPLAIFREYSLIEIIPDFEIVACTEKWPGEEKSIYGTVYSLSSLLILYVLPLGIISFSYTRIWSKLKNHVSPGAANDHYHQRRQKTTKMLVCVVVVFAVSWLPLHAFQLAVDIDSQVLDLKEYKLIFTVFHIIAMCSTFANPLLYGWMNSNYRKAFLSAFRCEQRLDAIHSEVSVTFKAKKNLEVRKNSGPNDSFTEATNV
bCat KO growth: beta-catenin-lacking colon tumor cell growth suppression; HCT116 beta-catenin knockout viability, CellTiter-Glo, 60 h; hits give low values; AID 818; 1.5% of 140,000 active; viability, % at 10 µM;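 active means viability at or under a set limit, the compound median less 4 SD, cut at about 6% in these data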;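 further: 0% = Hyamine 1622 control at 20 µM and 100% = untreated cell control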
BB579 growth dn: chemicals that inhibit yeast BB579 growth in restrictive medium (lifespan-shortening candidates); S. cerevisiae BB579 growth, OD615, 48 h; inhibition, % at 10 µM; 0.51% of 140,000 active;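 active means inhibition above a set limit, 3 SD over the mean compound inhibition, cut at about 44% in these data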; further: inactives centre near -24
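Detection: OD615 turbidity measurement; Material: Saccharomyces cerevisiae DeaD strain BB579, replicative lifespan model yeast; Timing: 48 h exposure, 30 °C; Doses: single 10 µM dose; Medium: CSMM-D restrictive synthetic medium containing dextrose (glucose); Controls: amphotericin B at 10 µg/mL as positive control.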
E-sel TNF inh: TNF alpha driven E-selectin expression inhibition. HUVEC TNFa-induced E-selectin immunofluorescence, high content. inhibition, % at 2 µM. 0.71% of 120,000 active;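 active means inhibition above the batch mean plus 3 SD, and confirmed as a hit on visual image review, cut at about 43% in these data; inconclusive means passes the inhibition cutoff but fails visual image review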;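 further: 0% = TNF-stimulated DMSO wells and 100% = unstimulated control wells; not every result past the cut was called active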
Phagocyt inh: macrophage phagocytosis inhibition. J774A.1 macrophage IgG-bead phagocytosis, imaging. inhibition, % at 5 µM. 0.07% of 110,000 active. AID 1029;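 active means inhibition above the mean of the plate negative controls plus 5 SD, cut at about 13% in these data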;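 further: phagocytic index as fraction of beads internalized from green versus red external bead signal; plate controls were DMSO negative control for no effect and cytochalasin-D positive control for full effect; some results beyond the cut were filed as inactive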
Starred values were filed as active, the others as inactive; ? = inconclusive; . = no result given. The order is random; any-hit rate near 6.1%.

SMILES	PTEN del growth	Measles CPE	GALR2 antag	MRP-1 activ	Yeast life ext	NPY-Y2 antag	bCat KO growth	BB579 growth dn	E-sel TNF inh	Phagocyt inh
Cc1ccc(/C=C(\C#N)c2nc3ccccc3[nH]2)s1	93	27	30*	-1.0	-16	7	93	-58	-17	0
CC1(C)Cc2ccccc2C(Nn2cnnc2)=N1	101	5	-2	0.0	-7	2	84	-17	.	-1
N#C/C(C(N)=O)=C1/CCc2ccccc2N1	81	20	0	0.7	-7	2	87	-35	18	0
O=C(NC(=S)Nc1ccccc1)c1csnn1	105	2	-16	-2.6	-8	0	103	-11	-9	0
O=C(O)CC1(CC(=O)Nc2ccc3ccccc3c2)CCCCC1	116	3	6	0.8	-13	10	96	-24	7	-1
CS(=O)(=O)N(Cc1ccc(F)cc1)Cc1nc2ccccc2c(=O)[nH]1	95	13	13	-3.8	-10	2	98	3	.	-4
CC1=CCn2c(=O)c3ccccc3c(=O)n2C1	101	2	0	0.9	-2	1	93	-37	.	-1
COc1cccc(CNS(=O)(=O)c2cccc(S(=O)(=O)N3CCOCC3)c2)c1	99	17	-7	-0.9	-1	1	88	-64	9	-1
COC(=O)c1ccc(/C=N/NC(=O)CC(=O)NC(C)C)cc1	106	2	11	1.2	-11	-1	119	-60	-28	.
O=C(OCc1ccc(Cl)cc1)c1ccccc1C(=O)c1ccccc1	82	8	-15	2.6	-6	6	83	-32	-15	-2
O=C(Nc1nc2n(n1)C(c1ccc(Cl)cc1)CC(c1ccc(Cl)cc1)N2)c1ccco1 (centres undefined)	33	36	-15	-5.8	-18	-2	47	-2	10	0
COc1ccccc1-c1ccc(=O)n(CC(=O)Nc2ccc(C(=O)N3CCCC3)cc2)n1	112	8	0	-1.9	-9	-2	112	-33	4	-1
O=C(O)c1cccc(CSc2nnc(COc3ccccc3)o2)c1	90	5	2	-3.2	-1	2	90	5	-17	0
Cc1nc(NC(=O)/C=C/c2ccccc2)sc1C(=O)Nc1ccccc1	92	6	5	-0.9	0	-1	91	-79	6	.
Cc1cc(C)cc(NCc2cc(=O)oc3cc(-c4ccccc4)c(O)cc23)c1	28	12	4	-2.2	7	-3	51	-27	20	-6
O=C1CCCC2=C1C1(O)C(=O)c3ccccc3C1(O)O2 (centres undefined)	82	5	4	-1.6	-10	2	91	-12	-14	-1
Cc1ccc2[nH]c(=O)c(C(c3nnnn3C(C)(C)C)N3CCN(C(=O)c4ccco4)CC3)cc2c1 (centres undefined)	85	9	2	-2.4	30	8	88	-22	7	.
CC(NC(=O)COC(=O)c1cc(NS(=O)(=O)c2ccc(Cl)c([N+](=O)[O-])c2)ccc1O)C1CC2CCC1C2 (centres undefined)	69	9	22	-2.7	11	-1	56	-55	.	-1
O=C(O)CCSc1nc2ccccc2n1CCOc1ccccc1	.	7	9	-0.8	-3	6	94	-50	.	-1
CC(=O)Nc1ccccc1Sc1ccc2c3c(cccc13)C(=O)N(c1ccc(C)cc1)C2=O	96	4	-1	-2.5	0	2	87	-26	62*	-1
NC(=O)C(CC(=O)O)NC(=O)[C@@H]1CCOc2c(I)cc([N+](=O)[O-])cc2C(=O)N[C@@H](CCC(=O)O)C(=O)N[C@@H](CO)C(=O)N1 (some centres undefined)	102	6	7	0.5	9	1	94	-26	-42	.
CCOCCCN1C(=O)CN(C2CCCCC2)C(=O)C1c1ccc(OCC)c(OC)c1 (centres undefined)	88	5	-5	-1.2	-13	0	91	-13	-18	.
O=C(CC12CC3CC(CC(C3)C1)C2)NCCN1CCOCC1	99	5	1	-2.5	-10	3	95	-3	-6	-2
COc1ccc(/C=C/C(=O)NCCOc2ccc(C)cc2)cc1	96	7	6	-0.1	-10	12	88	-5	1	-6
Cc1ccc(-c2nnc(SCC(C)C)n2C)cc1	89	8	6	-1.6	-20	7	85	-33	-22	3

(more compounds)
SMILES	PTEN del growth	Measles CPE	GALR2 antag	MRP-1 activ	Yeast life ext	NPY-Y2 antag	bCat KO growth	BB579 growth dn	E-sel TNF inh	Phagocyt inh
Cc1ccc(-n2c(SCC(=O)Nc3ccc4c(c3)OCCO4)nnc2-c2ccco2)cc1	92	17	-4	-2.9	-7	1	91	-55	?	-3
Cc1ccc(-c2cc(C(=O)NCc3ccco3)c3ccccc3n2)s1	61	3	4	-4.4	-19	6	56	-25	-12	0
CC12CC(NC(=O)N1c1cccc(C(=O)NCc3ccccc3)c1)c1ccccc1O2 (centres undefined)	88	14	-4	-5.1	-9	-1	93	-17	46	.
CCc1nnc(NC(=O)CSc2nnc(C3CCCCC3)n2-c2ccccc2)s1	102	11	-14	-1.0	-4	0	99	-71	-12	2
COc1cc2c3c(c1OC)C1(C=CC(=NNC(N)=O)C=C1)CC3N(C(C)=O)CC2 (centres undefined)	96	10	-1	-1.8	4	-2	90	-21	.	-3
CC(=O)NNC(=S)Nc1cc(S(=O)(=O)N(C)C)ccc1C	102	31	8	0.9	-1	3	90	1	.	-5
CCOc1ccc(NC(=O)c2sc(N3CCOCC3)nc2-c2ccccc2)cc1	92	18	-13	-3.0	-5	1	93	1	.	-11
O=C(CSc1nnc(Cc2cc(=O)[nH]c(=O)[nH]2)n1-c1ccccc1)N1CCCCC1	102	20	9	0.0	2	1	91	-11	.	0
O=C1CCCc2sccc2N1	84	7	9	-0.7	-12	6	81	-50	.	5
CCOC(=O)CC(NC(=O)c1cc2cc(Br)ccc2oc1=O)c1cccc([N+](=O)[O-])c1 (centres undefined)	89	11	6	-1.0	6	1	103	-45	.	-5
CCOC(=O)C1CCN(C(=O)COc2ccc(S(=O)(=O)NC(C)(C)C)cc2)CC1	96	11	-5	-0.8	-9	2	81	1	6	2
CN(CC(=O)N1CCN(c2cccc(Cl)c2)CC1)S(=O)(=O)c1cccs1	85	14	-19	-0.9	1	1	84	-54	11	.
Cn1c(=O)c(=O)n(C)c2cc(S(=O)(=O)N3CCN(c4ccc(F)cc4)CC3)ccc21	88	4	-4	-1.8	6	3	96	-1	3	2
CC(NC(=O)c1cc2ccccc2o1)C(=O)O (centres undefined)	99	3	-1	0.0	-1	3	96	-26	42	.
O=C(Nc1nc(-c2ccc(Cl)s2)cs1)c1ccccc1	44	21	2	2.6	17	9	26	-29	13	0
COC(=O)CCC(=O)CN	99	18	4	-0.7	2	-2	97	-18	.	.
CCCn1c(N)c(C(=O)CSc2nnc(C3CC3)n2Cc2ccccc2)c(=O)[nH]c1=O	100	4	-8	-0.4	-5	1	97	-31	-3	0
CC(C)NC(=O)c1cc(-n2cnnc2)ccc1Cl	106	16	2	-0.5	-2	4	102	-83	-12	-1
COc1ccc(C2c3c(n[nH]c3C)CC(C)(O)C2C(C)=O)cc1OC (centres undefined)	102	1	-2	-0.3	1	1	98	-17	.	0
Cc1ccc(-c2cn3cccnc3n2)cc1NC(=O)c1ccc(Br)o1	94	13	8	-1.0	-1	0	99	-50	-2	0
CCOC(=O)N1CCN(C(=O)CN(c2ccc(OCc3ccccc3)cc2)S(C)(=O)=O)CC1	93	28*	-9	-2.2	12	3	87	-54	-24	1
CCOC(=O)N1CCC(NC(=O)CN2C(=O)C(CC)Oc3ccc(C)cc32)CC1 (centres undefined)	86	6	4	-0.5	-1	2	91	-49	-8	-1
Cc1cc(C)n2nc(SCC(=O)c3ccccc3)nc2n1	103	15	0	-3.1	-8	1	95	-16	-20	-2
O=C(NCCO)c1cccc(Nc2nc(-c3ccccc3)c3cc(Cl)ccc3n2)c1	57	4	6	-3.4	-1	0	72	-31	-13	.
O=c1[nH]c2cc3c(cc2cc1C(c1nnnn1CC1CCCO1)N1CCCCCC1)OCCO3 (centres undefined)	96	7	-20	-3.6	-9	0	93	-48	12	-1

New compounds follow:
SMILES	PTEN del growth	Measles CPE	GALR2 antag	MRP-1 activ	Yeast life ext	NPY-Y2 antag	bCat KO growth	BB579 growth dn	E-sel TNF inh	Phagocyt inh
Cc1ccc(CNC(=O)C2CC(c3ccccc3[N+](=O)[O-])=NO2)o1 (centres undefined)	87	7	-6	-3.1	2	1	96	-24	-12	.
COc1ccccc1N1C(=O)N(C(C)=O)C2C1Nc1ccccc1N2C (centres undefined)	93	7	2	-4.9	-20	-1	83	-22	-13	0
O=S(=O)(O)c1nc2ccccc2n1Cc1ccc(Cl)cc1	98	2	7	-0.5	14	3	106	-13	.	-1
CC1(C)CC(=O)c2c(oc3cc(O)c(O)cc23)C1	88	13	-14	-3.0	-3	0	90	14	5	4
Cc1ccc(OCc2nnc(SCC(=O)Nc3ccc4c(c3)OCO4)n2C)cc1	95	7	1	-1.3	-15	2	85	-12	10	5
O=c1c(Sc2ccccc2)c(C(F)(F)F)[nH]n1-c1ccccc1	102	10	7	0.6	-2	5	102	-64	6	-1
O=C(NCc1ccccc1)C1CCC(CNc2c(N3CCCCC3)c(=O)c2=O)CC1 (centres undefined)	96	6	9	-0.7	1	0	82	-9	3	.
N#CC1=C(SCc2ccccc2)NC(=O)CC1c1ccco1 (centres undefined)	84	5	3	-4.6	3	2	89	-26	50	0
Cc1cccc(NC(=O)[C@H](Cc2ccccc2)NC(=O)OCc2ccccc2)c1	85	4	4	-2.1	3	3	96	-13	-18	-2
Cc1cccc(Nc2n[nH]c(C)c2[N+](=O)[O-])c1	90	28	8	0.1	-6	-1	99	14	.	-4
O=C(c1cc(N2C(=O)C3C4CCC(C4)C3C2=O)ccc1Cl)N1CCN(c2ccccc2F)CC1 (centres undefined)	86	8	-4	-0.7	-3	1	85	-24	-4	-11
O=C(COC(=O)/C(=C/c1cccs1)c1cccs1)NCc1ccccc1Cl	92	14	1	-1.1	1	5	92	-32	-1	-6
O=C(NCCCN1CCCC1=O)c1ccccc1NS(=O)(=O)c1ccc(F)cc1	92	9	0	-0.6	-13	3	89	-28	.	-6
O=C(Nc1nnc(COc2ccc(Cl)cc2)s1)c1ccc([N+](=O)[O-])cc1	96	32	5	-0.6	-3	0	104	-59	33	.
CCOc1cc(CNCCc2ccc(S(N)(=O)=O)cc2)ccc1OCC(=O)NC1CCCCC1	98	2	13	0.3	2	7	91	-43	15	-2
O=C(Nc1cccc([N+](=O)[O-])c1)c1ccc(-c2ccccc2)cc1	105	11	3	3.3	5	7	106	5	.	-3
O=C(OCn1nnc2ccccc2c1=O)c1cccs1	95	22	4	-1.0	-7	2	84	34	-37	0
Cc1ccc(CSc2nnc(-c3ccc(S(=O)(=O)N4CCCC4)cc3)o2)cc1	69	8	5	-2.4	3	1	82	-35	-14	0
COc1ccc(C(=O)Cn2nnc(-c3ccccc3-n3cnnn3)n2)cc1	98	6	3	-0.6	-1	-3	101	-19	-5	0
COCCNC(=O)c1ccccc1NC(=O)c1ccccc1N(C)S(=O)(=O)c1ccccc1	92	5	5	-4.3	-12	0	88	-16	-73	-1
